Assay outcomes as filed in PubChem.
PLK1 PBD inh: qHTS for Inhibitors of PLK1-PDB (polo-like kinase 1 - polo-box domain): Primary Screen; Potency, µM, inactives show max response, negative = inhibition, actives largely listed as inhibitors; Plk1 PBD binding of FITC phosphopeptide, fluorescence polarization; hit rate 2.8% among 360,000; also: potency is read from the fitted curve at half-maximal effect; series mostly up to about 57 µM; % is scaled to controls: 0 for no effect and ±100 for the full control effect; nearly all actives have a fitted effect of over 65% in size
PTHR1 ag: qHTS for PTHR1 Agonists: Primary Screen | Parathyroid hormone/parathyroid hormone-related peptide receptor (Homo sapiens), Q03431 | HEK293 GP2 PTHR1 cells, GloSensor cAMP luminescence, 1 h | Potency, µM (series often up to 115 µM), for the others: at the highest dose activation, actives largely listed as activators | hit rate 0.075% among 410,000; also: potency is read from the fitted curve at half-maximal effect; nearly all actives have a fitted effect of over 55% in size; some results filed as inactive show a strong effect at the top dose; inactives centre near -15; many of its hits are not listed in these tables
Target sequence (Q03431 whole entry, looked up): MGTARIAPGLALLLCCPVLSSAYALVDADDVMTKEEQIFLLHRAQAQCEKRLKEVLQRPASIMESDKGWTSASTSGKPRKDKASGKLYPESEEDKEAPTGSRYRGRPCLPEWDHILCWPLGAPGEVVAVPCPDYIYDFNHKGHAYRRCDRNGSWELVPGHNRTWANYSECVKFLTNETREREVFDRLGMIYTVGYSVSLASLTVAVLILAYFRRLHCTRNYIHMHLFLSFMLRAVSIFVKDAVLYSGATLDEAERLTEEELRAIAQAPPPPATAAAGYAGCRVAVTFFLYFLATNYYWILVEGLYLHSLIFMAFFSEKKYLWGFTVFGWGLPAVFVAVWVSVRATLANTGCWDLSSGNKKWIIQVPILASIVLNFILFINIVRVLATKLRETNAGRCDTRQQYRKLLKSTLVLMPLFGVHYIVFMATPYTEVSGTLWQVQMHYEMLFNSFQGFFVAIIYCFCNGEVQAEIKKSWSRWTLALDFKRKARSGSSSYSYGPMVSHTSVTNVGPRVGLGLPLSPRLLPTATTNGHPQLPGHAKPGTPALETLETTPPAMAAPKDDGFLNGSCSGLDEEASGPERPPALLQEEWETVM
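HEK-293-derived GP2 cells expressing PTHR1 and a GloSensor cAMP reporter, 3,000/well, plated overnight, given luciferin plus IBMX (each 0.5 mM as added) for 1 h at 37 °C, then compound for 1 h at 37 °C. Luminescence was read after 15 min at room temperature.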
PI5P4K alpha inh: qHTS for Inhibitors of phosphatidylinositol 5-phosphate 4-kinase (PI5P4K). max response, %. hit rate 1.2% among 330,000. Phosphatidylinositol 5-phosphate 4-kinase type-2 alpha (Homo sapiens), P48426. PI5P4Kalpha enzyme, ADP-Glo luminescence, 60 min; stronger effect = lower value; active = max response of -50% or lower; inconclusive = between -30% and -50%; inactive = -30% or higher; also: value at the top dose of about 77 µM; % is scaled to controls: 0 for no effect and ±100 for the full control effect
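Human PI5P4Kalpha with substrate in 0.038 M HEPES pH 7.4, 0.28 mM EGTA, 0.1% CHAPS, 5% DMSO; reaction started with 5 microM ATP (final), 60 min at room temperature. ADP formed read by ADP-Glo luminescence.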
GLP1R inv ag: qHTS of GLP-1 Receptor Inverse Agonists (Inhibition Mode). Potency, µM (titrated, usually from 38.3 µM), inactives show top-dose activity change, negative = inhibition, most hits filed as inhibitors. HEK293 GLP-1R CRE-luciferase, luminescence, 24 h; GLP-1R form is constitutively active. Glucagon-like peptide 1 receptor (Homo sapiens), P43220. AID 624417, 2012. hit rate 1.6% among 410,000; also: potency is read from the fitted curve at half-maximal effect; % is scaled to controls: 0 for no effect and ±100 for the full control effect; nearly all actives have a fitted effect of over 55% in size
Target sequence (P43220 whole entry, looked up): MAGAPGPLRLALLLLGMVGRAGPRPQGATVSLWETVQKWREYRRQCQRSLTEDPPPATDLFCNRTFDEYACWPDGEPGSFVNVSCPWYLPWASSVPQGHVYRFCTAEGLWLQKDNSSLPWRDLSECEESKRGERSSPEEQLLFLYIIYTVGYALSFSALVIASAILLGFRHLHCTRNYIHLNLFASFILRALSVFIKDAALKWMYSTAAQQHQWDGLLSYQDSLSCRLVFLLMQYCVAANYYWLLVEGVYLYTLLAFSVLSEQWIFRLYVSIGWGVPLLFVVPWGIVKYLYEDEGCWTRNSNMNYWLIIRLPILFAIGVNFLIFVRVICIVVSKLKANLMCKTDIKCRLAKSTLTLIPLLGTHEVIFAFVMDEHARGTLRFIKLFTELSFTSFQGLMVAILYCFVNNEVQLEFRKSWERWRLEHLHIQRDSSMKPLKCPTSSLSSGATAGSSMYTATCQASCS
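HEK293 cells stably co-expressing a cAMP-responsive luciferase reporter and constitutively active GLP-1R were seeded, incubated 12 h, then exposed to compounds for 24 h at 37 C. Luminescence was read 12 min after detection reagent; inverse agonists lower signal.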
EPAC1 ag: qHTS for Agonist of cAMP-regulated guanine nucleotide exchange factor 3 (EPAC1): primary screen | Rap guanine nucleotide exchange factor 3 (Homo sapiens), O95398 | EPAC1 agonist qHTS, biochemical assay; response scale: 100% = response to 6.5 mM cAMP | Potency, µM (top dose mostly 154 µM), inactives show top-dose activation, most hits filed as activators | hit rate 0.073% among 360,000 | AID 720707, 2013; also: potency is read from the fitted curve at half-maximal effect; nearly all actives have a fitted effect of over 60% in size
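Compounds were pinned as a concentration titration into mixtures of EPAC1 (100 nM), BODIPY-GDP-loaded Rap1B (250 nM) and GDP (50 uM). After 5 min at room temperature, fluorescence was followed for 30 min; activity was scaled to 6.5 mM cAMP.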
IL2 activator: qHTS of IL-2 Activators. IL-2 activation reporter assay, cell-based qHTS; stimulated with anti-CD3/CD4/CD28 beads; in transgenic mouse T cells. activation, % (series mostly up to about 46 µM). hit rate 0.065% among 360,000. AID 652025, 2013; in the data active = activation above about 50%; inconclusive = mostly about 30% to 49%; also: 0% is about no effect
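Quantitative HTS in unstimulated transgenic mouse T cells, with memory T cells as non-tolerant control and PMA/ionomycin as tolerance-bypass control. Compound pretreatment lasted 60 minutes before 18 h bead stimulation; EGFP/DsRed fluorescence read.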
GLP1R ag: qHTS of GLP-1 Receptor Agonists; HEK293 GLP-1R CRE-luciferase, luminescence, 4-6 h; cells express a hypersensitive GLP-1R form; Glucagon-like peptide 1 receptor (Homo sapiens), P43220; Potency, µM (highest dose often 45.6 µM), for inactives: at the highest dose activation, hits mostly activators; hit rate 0.007% among 380,000; also: potency is read from the fitted curve at half-maximal effect; % of control where 0% means no effect
HEK293 tox: qHTS of GLP-1 Receptor Inverse Agonists: Cytotox Screen | HEK293 cAMP-luciferase reporter cells, luminescence, 24 h | Potency, µM (titrated, usually from 38.3 µM), for inactives: top-dose activity change, negative = inhibition, hits mostly inhibitors | hit rate 0.13% among 410,000 | AID 624418, 2012;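 also: loss of luciferase light is scored as toxicity; potency is read from the fitted curve at half-maximal effect; % is scaled to controls: 0 for no effect and ±100 for the full control effect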
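MLSMR compounds, 24 hr on cells at 37 deg C/5% CO2; luminescence after luciferase reagent (12 min RT). Inhibition counted as the undesired cytotoxic outcome.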
EPAC1 antagonist: qHTS for Antagonist of cAMP-regulated guanine nucleotide exchange factor 3 (EPAC1): primary screen; EPAC1 GEF assay, Rap1b-BODIPY-GDP exchange fluorescence; Rap guanine nucleotide exchange factor 3 (Homo sapiens), O95398; AID 720709, 2013; hit rate 0.14% among 360,000; Potency, µM (top dose mostly 115 µM), without a hit: at the top dose activity change, negative = inhibition, usual class: inhibitors;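 also: potency is read from the fitted curve at half-maximal effect; plate controls were vehicle for no effect and positive control for full effect; nearly all actives have a fitted effect of over 50% in size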
The depositor's hits bear a star; i = inactive; ? = inconclusive; · = no result given; [ ] = dose if it differs, or a comment. Unless noted, calls follow the shape of the dose curve; as a rule, active = well fitted curve in the direction sought with a large enough effect; inconclusive = small, poorly fitted or top-dose-only effect, or another doubt; inactive = no such curve, though single readings can be large; an effect the other way counts as inactive or inconclusive. Not all compounds are listed (hit frequency here may not be typical).

SMILES	PLK1 PBD inh	PTHR1 ag	PI5P4K alpha inh	GLP1R inv ag	EPAC1 ag	IL2 activator	GLP1R ag	HEK293 tox	EPAC1 antagonist
Cc1cccc(N(NC(=O)C(C)(C)O)C(=O)c2ccccc2)c1	-5%	i	-7	-9%	7%	0.3	-6%	3%	1%
CCN1CCN(C(=S)c2ccc(Br)cc2)CC1	8.4µM*	-37%[inhibitor]	·	0%	9%	-2.5	-6%	5%	0%
COc1ccc2nc(/N=C(\N)NC(=O)Nc3ccccc3)nc(C)c2c1	-14%	-6%	-16	-3%	8%	-4.2	-6%	-16%	-23%
CCN(C(=O)c1cccc(S(=O)(=O)N2CCc3ccccc32)c1)C1CCS(=O)(=O)C1 (configuration not stated)	-15%	-3%	5	9%	8%	-0.1	-8%	7%	-13%
Cc1ccc(S(=O)(=O)N2CCCC2C(=O)N(C)Cc2cccs2)cc1 (configuration not stated)	1%	-10%[57.5 µM]	8	0%	-1%	4.9	-6%	-63%	11%
NC(=O)CC[C@@H]1NC(=O)[C@@H]2CCCN2C(=O)c2cc([N+](=O)[O-])cc(I)c2NCCC[C@@H](C(=O)NC(CC(=O)O)C(N)=O)NC1=O (some centres not stated)	-1%	-21%	-8	19%	-8%	-0.4	-2%	?	-21%
COc1ccc(CCNC(=S)Nc2ccc(S(=O)(=O)Nc3ncccn3)cc2)cc1OC	-15%	i	-1	4%	14%	-1.1	0%	4%	20%
Cc1cc(C(=O)OCc2nc3ccccc3s2)c(C)o1	-5%	-16%	6	?	-2%	-2.6	14%	0%	-26%
CCNc1nc(OC)nc(Oc2ccc(=O)[nH]n2)n1	·	i	·	13%	·	·	7%	-11%	·
COc1ccc(S(=O)(=O)NC(C)C(=O)NC2CC2)cc1C (configuration not stated)	-8%	i	-2	-19%	-3%	-2.4	0%	-21%	-7%
COc1cc2c(cc1OC)CN(S(=O)(=O)c1ccccc1F)CC2	-16%	-83%[inhibitor]	0	17%	-1%	0.5	1%	28%	-4%
CCOC(=O)C1(Cc2cccc(F)c2)CCN(Cc2c(C)nn(CC)c2C)CC1	-12%	i	-6	?	-11%	-2.1	2%	0%	-8%
CCOC(=O)N1CCN(C(=O)c2cccc(N3C(=O)NC4CC3(C)Oc3ccccc34)c2)CC1 (configuration not stated)	-13%	i	0	-15%	1%	-2.1	4%	-4%	-2%
CCn1nc([N+](=O)[O-])c2c(-c3nc4ccccc4o3)c(N)n(CCCOC)c2c1=O	-15%	i	-8	14%	6%	1.4	-5%	8%	-3%
O=C(O)c1ccccc1Nc1ccc(OC(F)F)cc1	-8%	-22%	0	?	-4%	7.4	0%	16%	-3%
NNC(=O)c1c[nH]c2ccc(OCc3ccccc3)cc12	-11%	10%	-12	1%	0%	-1.6	7%	1%	-17%
S=C(NCc1ccncc1)Nc1ccc(Cl)cc1Cl	-28%	-1%	2	-16%	5%	-2.1	-4%	5%	-13%
CC(=O)Nc1sc2c(c1C#N)CCCC2	-7%	i	2	13%	6%	1.4	12%	18%	-2%
CCC(C)NC(=O)C(Cc1ccccc1)NS(=O)(=O)c1cccc2nsnc12 (configuration not stated)	0%	-17%	·	35%[activator]	2%	-0.6	4%	14%	7%
O=C(N/N=C/c1c[nH]c2ccc(Br)cc12)c1ccncc1	-18%	-17%	-5	8%	3%	2.8	7%	17%	-27%

8 structures from above, sorted by SMILES length, rising.
SMILES	PLK1 PBD inh	PTHR1 ag	PI5P4K alpha inh	GLP1R inv ag	EPAC1 ag	IL2 activator	GLP1R ag	HEK293 tox	EPAC1 antagonist
CC(=O)Nc1sc2c(c1C#N)CCCC2	-7%	i	2	13%	6%	1.4	12%	18%	-2%
CCN1CCN(C(=S)c2ccc(Br)cc2)CC1	8.4µM*	-37%[inhibitor]	·	0%	9%	-2.5	-6%	5%	0%
NNC(=O)c1c[nH]c2ccc(OCc3ccccc3)cc12	-11%	10%	-12	1%	0%	-1.6	7%	1%	-17%
COc1ccc(S(=O)(=O)NC(C)C(=O)NC2CC2)cc1C (configuration not stated)	-8%	i	-2	-19%	-3%	-2.4	0%	-21%	-7%
COc1cc2c(cc1OC)CN(S(=O)(=O)c1ccccc1F)CC2	-16%	-83%[inhibitor]	0	17%	-1%	0.5	1%	28%	-4%
Cc1ccc(S(=O)(=O)N2CCCC2C(=O)N(C)Cc2cccs2)cc1 (configuration not stated)	1%	-10%[57.5 µM]	8	0%	-1%	4.9	-6%	-63%	11%
CCC(C)NC(=O)C(Cc1ccccc1)NS(=O)(=O)c1cccc2nsnc12 (configuration not stated)	0%	-17%	·	35%[activator]	2%	-0.6	4%	14%	7%
CCn1nc([N+](=O)[O-])c2c(-c3nc4ccccc4o3)c(N)n(CCCOC)c2c1=O	-15%	i	-8	14%	6%	1.4	-5%	8%	-3%

The results go on.
SMILES	PLK1 PBD inh	PTHR1 ag	PI5P4K alpha inh	GLP1R inv ag	EPAC1 ag	IL2 activator	GLP1R ag	HEK293 tox	EPAC1 antagonist
NC(=O)c1ccc(N2CCN(c3ccccc3O)CC2)c([N+](=O)[O-])c1	-13%	i	-12	-15%[0.307 µM]	-2%	0.3	-3%	-7%[0.307 µM]	3%
Cn1cc(CC(=O)NCCCN2CCCC2)c2ccccc21	-15%	i	-4	-5%	2%	-2.2	1%	-11%	-3%
Nc1[nH]c(=O)[nH]c(=O)c1N=Nc1ccc(C(=O)O)cc1	2%	-24%	?	1%	4%	-3.2	-2%	-20%	2%
O=C(O)c1ccc2c(c1)OCCO2	0%	-18%[57.5 µM]	8	1%	0%	0.5	-8%	0%	0%
O=C(CSc1nc2c([nH]c3ccccc32)c(=O)n1-c1ccc(F)cc1)N1CCCCC1	·	8%	·	12%	·	·	5%	1%	·
O=[N+]([O-])c1ccc(Nc2nccc(Cl)n2)cc1	-2%	-16%	5	16%	10%	-0.5	18%	14%	14%
COc1ccccc1OCCNC(=O)c1ccc(C(C)(C)C)cc1	1%	i	2	?	3%	6.9	18%	-5%	5%
CCC(C)Sc1ccc([C@H]2N[C@@](C)(C(=O)OC)[C@H]3C(=O)N(C)C(=O)[C@@H]23)cc1 (some centres not stated)	-2%	-11%	8	8%	-9%	0.2	3%	-3%	2%
O=C(/C=C/c1c(F)cccc1Cl)c1ccc(F)cc1	?	i	19	?	7%	-0.5	-28%	?	?
COc1cc(/C=N/NC(=O)C(=O)NCC2CCCO2)ccc1O (configuration not stated)	-20%	i	5	22%	-5%	-3.6	0%	6%	-24%
CCOc1ccc(N(C(=O)c2snc(C(N)=O)c2N)C(C(=O)NC2CCCC2)c2ccncc2)cc1 (configuration not stated)	1%	i	1	28%	5%	0.6	14%	-6%	4%
COc1ccc(NC(=O)c2sccc2-n2cccc2)cc1	?	-31%[inhibitor]	-7	?	2%	1.6	-5%	13%	-7%
NC(=O)c1c(N)[nH]c(C(=O)c2ccccc2)c1-c1ccccc1Br	-4%	i	-8	28%	-4%	0.0	4%	-6%	-16%
CC(=O)c1ccc(N(CC(=O)NC2CCCC2)C(=O)CCC(=O)Nc2cc(C)on2)cc1	-13%	i	-6	16%	8%	0.0	5%	2%	11%
Cn1cccc1C(=O)OCC(=O)NCCCc1ccccc1	-4%	i	3	4%	0%	0.3	3%	3%	-5%
CN(C)c1ccc(/C=C(/NC(=O)c2ccccc2Cl)C(=O)NCCN2CCOCC2)cc1	-6%	-8%	8	6%	10%	-0.1	15%	-4%	-1%
CCOC(=O)CSc1nnc(NC(=O)c2ccco2)s1	1%	i	0	-2%	-10%	-0.8	-1%	-5%	-4%
COc1ccc(C(=O)C[n+]2cccc(C)c2C)cc1[N+](=O)[O-]	-2%	-16%	1	7%	-2%	-0.4	0%	-3%	-6%
CC(OC(=O)/C=C/c1ccco1)C(=O)NC1CCCCC1 (configuration not stated)	-2%	-20%	-10	10%	7%	0.1	-1%	1%	-5%
O=C(CSc1nnc(CNC(=O)c2cccs2)o1)c1ccc(Cl)cc1	-14%	-37%[inhibitor][57.5 µM]	2	-9%	-2%	-1.3	-1%	-9%	2%
CCOC(=O)/C=C/c1ccc2oc3ccccc3c(=O)c2c1	-3%	-8%	2	3%	-25%	-1.9	-7%	7%	14%
Cc1ccc(NN2C(=O)C=C(c3ccccc3)C2=O)cc1	8.4µM*	-22%	-13	?	9%	-1.1	-3%	?	-3%
O=Cc1cc(N=Nc2cccc(C(=O)O)c2)ccc1O	-20%	-17%	-79*	-20%	5%	-2.6	0%	?	7%
NCCCC[C@H]1CNC(=O)C(=O)N1CCc1cc(C(F)(F)F)cc(C(F)(F)F)c1	-3%	-21%	9	-16%	0%	0.3	1%	-3%	-9%
